SIAE primary = inhibitors of human sialic acid acetylesterase SIAE | Q9HAT2 | SIAE FP-Rh probe binding, fluorescence polarization | inhibition, % at 9.66 µM | hit rate 0.69% among 370,000 | AID 1053197;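 active means inhibition above a cutoff: mean of compounds within the control limits plus 3 SD of those, cut at about 17% in these data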;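 further: 0% = plate median of compound wells and 100% = probe without SIAE protein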
TCR-CD3 inh = blocks the human TCR-CD3 interaction | TAMRA-labeled TCR probe fluorescence, biochemical | inhibition, % at 9.4 µM | hit rate 0.37% among 360,000; in the data active means inhibition above about 19%;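 further: recombinant mutant TCR 2C K166C tagged with TAMRA read by polarization; 0% = receptor in buffer alone and 100% = receptor with positive control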
PRMT1 inh = blocks human protein arginine methyltransferase 1; Q99873; recombinant PRMT1, activity-based probe fluorescence polarization; inhibition, % at 2.79 µM; hit rate 1.3% among 370,000; AID 652257;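 active means inhibition above about 21% made by adding two undisclosed values, limit read from the data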
MBD2 inh = MBD2-methylated oligo binding inhibition. hit rate 0.31% among 370,000. TR-FRET, MBD2 binding to methylated oligonucleotide. Q9UBB5. inhibition, % at 4.4 µM. AID 686964; in the data active means inhibition above about 13%
Target sequence (Q9UBB5 whole entry, looked up): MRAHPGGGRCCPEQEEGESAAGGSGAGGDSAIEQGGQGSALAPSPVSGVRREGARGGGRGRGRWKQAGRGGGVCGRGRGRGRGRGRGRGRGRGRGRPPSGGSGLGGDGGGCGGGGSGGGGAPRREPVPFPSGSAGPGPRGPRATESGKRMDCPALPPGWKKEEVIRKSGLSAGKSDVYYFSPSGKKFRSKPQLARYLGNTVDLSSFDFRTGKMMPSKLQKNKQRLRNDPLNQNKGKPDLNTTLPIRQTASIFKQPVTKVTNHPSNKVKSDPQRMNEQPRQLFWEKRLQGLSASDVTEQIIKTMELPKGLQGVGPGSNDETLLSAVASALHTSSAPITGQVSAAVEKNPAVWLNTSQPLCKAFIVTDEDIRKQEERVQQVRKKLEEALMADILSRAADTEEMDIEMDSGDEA
ABHD4 inh = ABHD4 (mouse) inhibition, primary FP screen. purified mABHD4, FP-Rh probe fluorescence polarization. Q8VD66. hit rate 0.54% among 370,000. inhibition, % at 8.92 µM;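 active means inhibition exceeding the mean over every tested compound plus 3 SD, cut at about 30% in these data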;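 further: 0% = plate median of compound wells and 100% = S159A mutant with DMSO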
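Assay system: mABHD4 protein; medium: HEPES pH 7.0, NaCl, Pluronic buffer; dosing: 8.92 µM, single dose; schedule: 45 min + 60 min at 25 °C; signal: FP readout, ex 525 nm / em 598 nm; read-out: normalized percent inhibition of probe labeling; repeats: single replicate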
HTRA1 inhibitor = HTRA1 (human) protease inhibition; Q92743; recombinant HTRA1, FP-rhodamine activity-based probe, fluorescence polarization; inhibition, % at 5.96 µM; hit rate 0.5% among 340,000; AID 504803; in the data active means inhibition above about 36%;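 further: 0% = enzyme with DMSO and 100% = wells lacking enzyme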
Target sequence (Q92743 whole entry, looked up): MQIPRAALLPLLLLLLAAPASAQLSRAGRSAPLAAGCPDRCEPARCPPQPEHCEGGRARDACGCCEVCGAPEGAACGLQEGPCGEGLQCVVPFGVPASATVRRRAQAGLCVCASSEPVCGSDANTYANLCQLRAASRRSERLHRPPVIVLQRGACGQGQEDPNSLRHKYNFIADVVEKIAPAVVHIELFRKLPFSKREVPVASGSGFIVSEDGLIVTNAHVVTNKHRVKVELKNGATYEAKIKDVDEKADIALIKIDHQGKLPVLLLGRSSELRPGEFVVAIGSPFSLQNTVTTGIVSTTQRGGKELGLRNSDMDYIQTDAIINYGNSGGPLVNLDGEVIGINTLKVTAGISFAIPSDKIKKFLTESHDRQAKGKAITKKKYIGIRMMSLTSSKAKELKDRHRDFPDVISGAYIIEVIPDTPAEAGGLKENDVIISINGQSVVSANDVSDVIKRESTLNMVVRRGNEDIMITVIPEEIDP
rCAG binder = r(CAG) repeat RNA binding. TO-PRO-1 dye displacement fluorescence. inhibition, % at 3 µM. hit rate 1.3% among 370,000;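 active means inhibition above the plate cutoff, the mean of all test compounds on that plate plus 3 SD, cut at about 35% in these data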;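 further: 0% = DMSO alone and 100% = 100 µM mitoxantrone as full dye displacement; higher means more dye released from RNA so lower well fluorescence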
UHRF1 binding = blocks human UHRF1 binding to methylated DNA; inhibition, % at 4.4 µM; hit rate 0.75% among 370,000; UHRF1 binding to methylated oligo, TR-FRET; Q96T88; in the data active means inhibition above about 21%;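 further: UHRF1 SRA domain binding a hemimethylated CpG hairpin DNA probe; 0% = median of test compound wells and 100% = reference inhibitor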
GC-A act = GC-A (human) enzyme activation; AID 1671463; HEK293 GC-A cells, cGMP TR-FRET, EC30 ANP; 0% at EC30 ANP, 100% saturating ANP; activation, % at 10 µM; hit rate 0.14% among 370,000; in the data active means activation above about 40%
GC-B act = GC-B (human) receptor activation; P20594; HEK293-GC-B cells, CNP EC30, cGMP TR-FRET; 0% at EC30 CNP, 100% saturating CNP; activation, % at 10 µM; hit rate 0.11% among 370,000;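 active means activation at 10 µM reaching about 35% in either raw or pattern-adjusted values, limit read from the data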
The depositor's hits bear a star; . = not tested or not shown.

SMILES	SIAE primary	TCR-CD3 inh	PRMT1 inh	MBD2 inh	ABHD4 inh	HTRA1 inhibitor	rCAG binder	UHRF1 binding	GC-A act	GC-B act
CCCCN1C(C(=O)Nc2ncccn2)=C(O)c2ccccc2S1(=O)=O	-7	-3	6	3	5	5	4	2	-1	1
Cc1c(NS(=O)(=O)c2cc(C(=O)NCc3cccc(Cl)c3)ccc2Cl)c(=O)n(-c2ccccc2)n1C	3	1	-3	-5	-2	-1	11	-3	-1	1
COc1ccc(N2CCN(C(CNC(=O)C(=O)NCC(OC)OC)c3ccco3)CC2)cc1 (stereo unspecified)	1	-10	4	2	-5	3	-7	2	5	2
O=C(NCc1nnnn1-c1ccccc1)c1ccc2ccccc2c1	-3	-5	0	0	-1	5	2	2	1	3
COCC(C)NC(=O)C1CC(c2cccc(Br)c2)=NO1 (stereo unspecified)	-2	3	-3	-1	5	3	-5	1	1	3
CC(=O)Nc1ccc(NC(=O)COC(=O)c2cc(S(=O)(=O)N(C)C)ccc2N2CCCC2)cc1	0	-10	6	0	4	-2	2	3	4	6
COc1ccc(C(=O)N2CCCC(CCC(=O)NCc3ccccc3F)C2)c(OC)n1 (stereo unspecified)	-3	13	-3	-2	-1	1	-8	1	5	2
O=C(CSc1nc(O)cc(=O)n1-c1ccccc1)NCc1ccccc1	4	6	-2	-8	1	-8	27	0	0	3
CCN(C(=O)COC(=O)COc1ccccc1Cl)c1c(N)n(Cc2ccccc2)c(=O)[nH]c1=O	-4	8	-6	-1	2	5	2	-1	3	1
CCOc1ccccc1-n1c(CNc2ccc(F)cc2)nnc1SCC(=O)NCc1ccco1	3	2	0	0	6	-4	2	2	-5	-5
CC1(C)CC(=O)C2=C(C1)Nc1ccccc1NC2c1cccc(F)c1 (stereo unspecified)	-4	6	3	-2	-2	0	1	-1	-13	-11
Cc1ccnc(NS(=O)(=O)c2ccc(NC(=O)c3ccc(Cl)cc3[N+](=O)[O-])cc2)n1	1	0	-3	-2	2	4	10	0	0	0
COc1ccc(CNC(=O)Cc2cccs2)cc1OC	-1	-6	3	-2	4	0	5	5	1	4
COc1ccccc1N1CCN(C(=O)CCNC(=O)c2ccco2)CC1	-5	-2	0	2	1	5	1	-1	-2	0
Cn1c(-c2ccccc2)cnc1SCc1nc2ccccc2c(=O)[nH]1	-2	3	-3	-4	-3	-3	-2	-1	-10	-7
CC1CCc2c(C(=O)Nc3ccccn3)csc2C1 (stereo unspecified)	-1	-3	-1	-2	-8	-3	1	1	-2	-3
COc1cc2c(cc1OC)C(c1ccccc1Cl)N(C)CC2 (stereo unspecified)	-8	7	-1	-2	-2	3	-5	-2	-7	-3
Cc1cc(C(=O)Nc2cccc3ccccc23)oc1C	4	4	-3	-2	1	-5	4	0	1	-2
CCOc1ccccc1NC(=O)C1CCCC1	-2	0	-1	-1	-1	7	-2	1	2	0
Cc1ccc(S(=O)(=O)N2CCN(C(=O)c3ccc4c(c3)OCO4)CC2)cc1	1	-4	-2	1	-2	0	-2	3	-7	0
Cc1ccc(OCCOCCNC(C)C)c(Br)c1	-5	4	-2	3	6	8	-3	0	-1	-3
O=C(c1ccccc1)[C@@H]1[C@@H](C(=O)c2ccc(F)cc2)[C@@]2(C(=O)Nc3ccccc32)[C@H]2c3ccccc3C=CN12	-17	5	10	-1	-3	-33	13	-5	-11	-10
Cc1nnc(SCC2=C(C(=O)O)N3C(=O)C(NC(=O)Cn4nc(C)c(Cl)c4C)C3SC2)s1 (stereo unspecified)	0	-6	34*	7	-4	3	6	5	-1	1
CC(C)NCc1nnc(-c2ccccc2Cl)o1	0	3	-2	-7	-2	1	-2	-2	1	2
c1ccc(Nc2cccc(Nc3ccccc3)n2)cc1	-4	-9	37*	1	19	11	3	-4	-3	0
CCOC(=O)c1ccc(NC(=S)N(CCCN2CCCC(C)C2)Cc2cccs2)cc1 (stereo unspecified)	10	-8	0	2	6	-3	-3	0	3	0
Cc1cc(S(=O)(=O)Nc2ccc3c(c2)COC3=O)ccc1F	-8	-2	-2	-1	-7	1	5	4	-4	0
Cc1nc2ccc(C(=O)N/N=C/c3ccc(O)cc3)cc2[nH]1	-16	-10	8	0	-4	-8	3	-1	1	-2
COc1ccc(-c2csc(Nc3ncccc3C)n2)cc1	-3	-4	1	-1	9	-5	7	-1	-2	-15
O=C(Nc1ccc(N2CCCC2)c(S(=O)(=O)Nc2cccc(C(F)(F)F)c2)c1)c1cccs1	14	-1	2	4	-13	-49	16	-3	-1	4
Clc1ccc2c(N3CCOCC3)ccnc2c1	4	-4	-3	-1	-2	6	-1	2	1	1
O=C(NCCCN1CCOCC1)c1cc2ccccc2oc1=O	-2	5	-1	1	3	4	-2	-3	3	3
Cc1ccc(-n2ncc3c(NCc4ccc5c(c4)OCO5)ncnc32)c(C)c1	6	3	1	1	-1	-5	-3	2	12	7
Cc1cc(CNC(=O)Cc2ccccc2)c2ccccc2n1	-8	-4	4	-1	-8	0	-1	3	0	3
COc1ccc(C(=O)Nc2ccccc2C(=O)O)cc1NC(=O)C(c1ccccc1)c1ccccc1	-46	3	0	1	-58	-48	82*	1	-5	0
O=C(OCC(=O)N1CCOCC1)c1cccc(S(=O)(=O)N2CCCc3ccccc32)c1	-1	-2	-1	5	2	-3	-6	2	-1	3
CCCC(=O)N1CCN(c2nnc(-c3ccccc3)c3ccccc23)CC1	-2	-4	1	0	2	-1	-9	-2	-10	-4
COc1ccc2nc(SCC(=O)NC3(C#N)CCCCC3)[nH]c2c1	5	5	-3	-5	-2	-7	0	-2	-3	2
N#C/C(=N/O)c1nc(-c2ccc(F)cc2)cs1	-4	2	2	1	-15	-5	4	4	0	6
COc1ccc(C(=O)Nc2cc(C(C)=O)c(C)oc2=O)cc1	-3	8	12	0	0	0	-1	-2	2	0
C[C@@H]1CN([C@@H](C)CO)C(=O)CCCn2cc(nn2)CO[C@H]1CN(C)C(=O)Nc1ccc(F)cc1	1	-1	2	5	-5	.	1	2	1	1
O=C(NCO)c1cccnc1	4	-9	-2	0	-1	-1	1	3	3	9
Cc1cccc(NC(=O)NCC(F)(F)F)n1	7	6	-1	-2	2	5	-2	14	0	2
Cc1nc(C/C(=N\Nc2ccccc2)c2ccc(O)cc2O)cs1	6	9	17	-5	18	19	9	-3	5	4
Cc1cc(C)n(-c2nc(-n3nc(C)cc3C)c3c4c(sc3n2)COC(C)(C)C4)n1	-8	-1	-1	-3	-4	.	-5	2	-4	-1
CCC(C)COC(=O)C(C#N)c1nc2ccccc2nc1N1CCCCC1 (stereo unspecified)	-6	-3	2	0	7	-4	1	-1	1	-6
COc1ccc(-n2nnnc2C(c2ccccc2)N2CCN(C/C=C/c3ccccc3)CC2)cc1 (stereo unspecified)	-1	0	3	1	3	.	6	-1	-9	-6
Cc1ccc(CNC(=O)CCCn2nc(C)n3ccnc3c2=O)cc1	4	-12	3	-3	4	-2	2	4	2	-1
CCOC(=O)C(C(=O)c1ccccc1)C(c1ccccc1)c1nccc2ccccc12 (stereo unspecified)	-1	0	1	-3	-8	-22	6	1	-19	-10
CCCCn1c(SCC(=O)NCc2ccc(OC)c(C(=O)O)c2)nc2cc(S(N)(=O)=O)ccc21	-3	3	-4	-5	3	3	5	2	0	-1

New compounds follow.
SMILES	SIAE primary	TCR-CD3 inh	PRMT1 inh	MBD2 inh	ABHD4 inh	HTRA1 inhibitor	rCAG binder	UHRF1 binding	GC-A act	GC-B act
CC(O)CNc1nc2c(c(=O)n(Cc3ccccc3)c(=O)n2C)n1C (stereo unspecified)	-2	-7	-1	-3	-5	8	-2	2	4	4
CS(=O)(=O)N1c2cccc3cccc(c23)S1(=O)=O	-3	2	5	4	0	11	3	3	1	1
O=C(CN1C(=O)C(=O)N(Cc2ccccc2)C1=O)c1ccc[nH]1	3	5	0	4	0	3	4	0	1	5
COc1ccc(C)cc1NS(=O)(=O)c1ccc(-c2cnc(C3CC3)o2)cc1	-6	6	-2	0	-7	-11	2	-3	-11	-8
O=C(CCCSc1nc2ccccc2s1)Nc1nccs1	-2	-4	4	-4	3	-16	0	6	-2	0
CC(C)(C)NC(=O)[C@H](c1cccnc1)N(C(=O)c1ccco1)c1ccc(C(C)(C)C)cc1	0	.	3	2	-6	.	.	3	-18	-15
O=C(NCc1ccco1)c1ccc2c(c1)N(Cc1ccc(Cl)cc1)CCS2	1	4	0	-2	-17	0	0	0	-1	2
CC1(C)OC(=O)C2=C(C[C@@H](C3CCCCC3)O[C@@H]2c2ccc(F)cc2)O1	-2	8	0	-5	-1	.	3	0	-9	1
OCCOCCn1c(C2CCCN2c2nc(-c3ccc(F)cc3)cs2)nc2cc(Cl)c(Cl)cc21 (stereo unspecified)	-16	-1	16	-5	-9	-35	3	4	-3	-1
CN1CCN(CC(=O)C23CC4CC(CC(C4)C2)C3)CC1	2	-5	-3	2	-2	8	-3	-3	3	2

Entries of single compounds as entered above. Values in the order: SIAE primary | TCR-CD3 inh | PRMT1 inh | MBD2 inh | ABHD4 inh | HTRA1 inhibitor | rCAG binder | UHRF1 binding | GC-A act | GC-B act
CS(=O)(=O)N1c2cccc3cccc(c23)S1(=O)=O as listed: -3 | 2 | 5 | 4 | 0 | 11 | 3 | 3 | 1 | 1
O=C(CN1C(=O)C(=O)N(Cc2ccccc2)C1=O)c1ccc[nH]1 as listed: 3 | 5 | 0 | 4 | 0 | 3 | 4 | 0 | 1 | 5
O=C(CCCSc1nc2ccccc2s1)Nc1nccs1 as listed: -2 | -4 | 4 | -4 | 3 | -16 | 0 | 6 | -2 | 0

(next part)
SMILES	SIAE primary	TCR-CD3 inh	PRMT1 inh	MBD2 inh	ABHD4 inh	HTRA1 inhibitor	rCAG binder	UHRF1 binding	GC-A act	GC-B act
COc1ccc(Nc2nc(NCCO)nc(N3CCCC3)n2)cc1	2	3	-2	0	14	2	-5	-1	-1	-1
Cc1ccc(-c2nnc(COc3cccc(-n4cnnn4)c3)o2)cc1	-5	0	4	3	-1	-7	3	7	-6	-7
CN(CCc1ccccc1)C(=O)c1ccc(NC(=O)Cc2ccc(NC(=O)C3CCCN(C(=O)C4CCCC4)C3)cc2)cc1 (stereo unspecified)	-5	-7	0	0	-3	-11	7	-1	0	1
CCOc1ccc(S(=O)(=O)N(CC)CC)cc1NC(=O)CSCc1c(C)noc1C	10	3	3	-7	1	-11	-6	1	2	7
O=C1CCC([N+](=O)[O-])C(c2cc(Br)ccc2F)N1 (stereo unspecified)	2	3	-2	1	-2	0	0	-1	3	2
CC(=O)N1CCN(c2ccc([N+](=O)[O-])cc2)CC1	2	0	0	-6	-1	-4	-2	-1	-3	-4
Cc1ccnc(NS(=O)(=O)c2ccc(NC(=O)c3ccc4c(c3)OCCO4)cc2)n1	-9	0	3	4	-21	-1	19	3	1	-3
O=C(COC(=O)CNS(=O)(=O)c1c(Cl)cccc1Cl)Nc1cccnc1Cl	-10	-9	3	3	5	0	2	0	2	-4
COc1ccc(C(=O)COc2ccc3c(C)cc(=O)oc3c2)cc1	-6	6	6	8	-12	-5	3	2	-9	-11
CC(=O)Nc1ccc(S(=O)(=O)NCCCN2CCN(Cc3ccccc3)CC2)cc1Cl	-2	2	-4	-4	3	2	-4	-1	-2	-6
COc1ccc(C2CCCCCN2C(=O)C2CCN(S(=O)(=O)c3cccc(C(C)=O)c3)CC2)cc1 (stereo unspecified)	-8	3	1	0	6	-10	1	1	-12	-8
COc1ccc(/C=N/NC(=O)CC(=O)N/N=C/c2ccc(OC)cc2)cc1	-5	8	1	4	4	-1	-1	17	-1	0
CCC1Oc2ccc(C)cc2N(CC(=O)NCCCN2CCCC2)C1=O (stereo unspecified)	-2	-1	11	-1	2	0	0	-1	3	-5

Bioassay records as filed in PubChem.

Some of the compounds tested; count on the stated rates, not on these rows.
